# GLP1R inv ag: acts as inverse agonist at human GLP-1 receptor; P43220; HEK293 GLP-1R CRE-luciferase, luminescence, 24 h; GLP-1R form is constitutively active; AID 624417; 1.6% of 410,000 active; Potency, µM (series often up to 38.3 µM), inactives show at the highest dose activity change, negative = inhibition, usual class: inhibitors; note: potency is the fitted concentration of half-maximal effect; % is set by controls: 0 for no effect and ±100 for the full control effect; nearly all actives have a fitted effect of over 55% in size
# Target sequence (P43220 whole entry, looked up): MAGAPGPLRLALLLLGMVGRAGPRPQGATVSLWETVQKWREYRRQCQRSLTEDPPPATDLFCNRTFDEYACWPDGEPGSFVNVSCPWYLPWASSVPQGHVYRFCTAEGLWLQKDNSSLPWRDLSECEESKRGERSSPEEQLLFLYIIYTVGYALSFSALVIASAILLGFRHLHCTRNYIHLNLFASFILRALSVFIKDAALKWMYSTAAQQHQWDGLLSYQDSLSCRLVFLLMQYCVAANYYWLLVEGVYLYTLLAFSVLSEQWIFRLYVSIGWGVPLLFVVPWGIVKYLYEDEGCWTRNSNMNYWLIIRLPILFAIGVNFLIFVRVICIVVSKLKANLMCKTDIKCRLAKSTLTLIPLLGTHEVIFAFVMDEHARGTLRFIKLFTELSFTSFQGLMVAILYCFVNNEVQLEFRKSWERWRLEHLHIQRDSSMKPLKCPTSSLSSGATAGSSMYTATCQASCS
#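 Luminescence readout: a drop in cAMP-driven luciferase signal flags inverse agonism at a constitutively active GLP-1R stably expressed in HEK293. Compound exposure lasted 24 hr at 37 deg C, 5% CO2.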
# PTHR1 ag: agonists of human PTHR1 parathyroid hormone receptor; Q03431; HEK293 GP2 PTHR1 cells, GloSensor cAMP luminescence, 1 h; Potency, µM (top dose mostly 115 µM), for inactives: top-dose activation, usual class: activators; 0.075% of 410,000 active; AID 743266; note: potency is the fitted concentration of half-maximal effect; nearly all actives have a fitted effect of over 55% in size; some results filed as inactive show a strong effect at the top dose; inactives centre near -15; many of its hits are not listed in these tables
# Target sequence (Q03431 whole entry, looked up): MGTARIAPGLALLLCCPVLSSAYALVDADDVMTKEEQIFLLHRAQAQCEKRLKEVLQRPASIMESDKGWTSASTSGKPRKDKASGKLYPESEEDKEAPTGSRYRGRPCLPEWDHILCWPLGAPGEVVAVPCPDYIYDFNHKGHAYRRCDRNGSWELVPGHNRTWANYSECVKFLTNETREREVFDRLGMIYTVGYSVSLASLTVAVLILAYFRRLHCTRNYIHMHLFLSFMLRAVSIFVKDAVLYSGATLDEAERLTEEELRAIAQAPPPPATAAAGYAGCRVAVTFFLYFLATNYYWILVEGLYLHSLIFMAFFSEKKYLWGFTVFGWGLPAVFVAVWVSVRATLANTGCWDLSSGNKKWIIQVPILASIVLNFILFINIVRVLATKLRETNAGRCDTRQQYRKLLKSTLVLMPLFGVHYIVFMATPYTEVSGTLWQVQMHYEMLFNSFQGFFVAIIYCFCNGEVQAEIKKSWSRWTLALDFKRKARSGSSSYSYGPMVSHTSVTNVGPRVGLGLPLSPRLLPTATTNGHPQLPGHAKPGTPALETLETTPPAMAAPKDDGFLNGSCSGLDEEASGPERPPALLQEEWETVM
#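 HEK-293-derived GP2 cells expressing PTHR1 and a GloSensor cAMP reporter, 3,000/well, plated overnight, given luciferin plus IBMX (each 0.5 mM as added) for 1 h at 37 °C, then compound for 1 h at 37 °C. Luminescence was read after 15 min at room temperature.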
# HEK293 tox: cytotoxic in the GLP-1 receptor inverse agonist counter-screen; HEK293 cAMP-luciferase reporter cells, luminescence, 24 h; Potency, µM (top dose mostly 38.3 µM), without a hit: top-dose activity change, negative = inhibition, hits mostly inhibitors; 0.13% of 410,000 active;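 note: loss of luciferase light is scored as toxicity; potency is the fitted concentration of half-maximal effect; % is set by controls: 0 for no effect and ±100 for the full control effect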
#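 To flag toxic compounds, the library was rerun on cells for 24 hr at 37 deg C and 5% CO2. Viability-linked luminescence was captured 12 min after adding luciferase detection reagent.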
# pAkt inh: inhibitors of Akt phosphorylation. Neuro2A IGF-stimulated pAkt S473 HTRF, 20 min; hits give low values. activity change, % for hits at 50 µM. 0.32% of 360,000 active; in the data active = activity change below about -80%; inconclusive = mostly about -51% to -80%; note: % is set by controls: 0 for no effect and ±100 for the full control effect
#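 Neuro2A cells (4,500/well, DMEM with 0.5% FBS) were treated with compound at a single 50 µM final concentration, stimulated with 6 nM IGF for 20 min at 37 °C, and lysed. Phospho-Akt Ser473 was read by HTRF as 665/615 ratio ×10^4.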
# Abeta rescue: restores growth of yeast expressing A-beta42 peptide. yeast expressing A-beta42, growth rescue, OD600, 48 h; response scale: 0% DMSO, 100% iron-clioquinol control. Potency, µM (highest dose often 46.1 µM), for the others: at the top dose growth rescue, usual class: activators. 0.063% of 410,000 active. AID 1347071; note: potency is the fitted concentration of half-maximal effect; nearly all actives have a fitted effect of over 55% in size
#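 Yeast A-beta toxicity model in growth medium with pinned compounds, 48 h at 30 C; growth read as absorbance at 600 nm. Normalized to FeCl3/clioquinol equimolar mix (positive) and DMSO (negative).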
# FUS suppressor: FUS proteinopathy suppression in yeast. S. cerevisiae FUS-expressing, growth rescue, OD600, 24 h. Potency, µM (doses to about 76.6 µM), for the others: at the top dose growth rescue (activation), most hits filed as activators. 0.24% of 390,000 active;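 note: potency is the fitted concentration of half-maximal effect; plate controls were DMSO vehicle for no effect and reference control for full effect; nearly all actives have a fitted effect of over 55% in size; some results filed as inactive show a strong effect at the top dose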
#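 Quantitative HTS measuring growth restoration of FUS-toxic yeast. Galactose-induced cells (OD 0.005) were exposed 24hr at 30C to compounds at several concentrations, then absorbance at 600 nm was recorded.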
# aSyn rescue: inhibitors of alpha-synuclein toxicity in yeast; Yeast expressing alpha-synuclein, growth rescue, BacTiter-Glo, 24 h; AID 652106; 0.14% of 370,000 active; Potency, µM (titrated, usually from 46.1 µM), inactives show top-dose growth rescue (activation), most hits filed as activators; note: potency is the fitted concentration of half-maximal effect; % of control where 0% means no effect; nearly all actives have a fitted effect of over 65% in size
#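 Readout is rescue of growth in alpha-synuclein-expressing yeast, so inhibitors of toxicity appear as activators. Growth after 24 hr at 30 deg C in galactose medium is quantified by luminescence.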
# Mm-Cpn inhibitor: blocks the Methanococcus maripaludis chaperonin Mm-Cpn; purified Mm-Cpn ATPase, ADP Transcreener TR-FRET; Potency, µM (series often up to 76.9 µM), for inactives: top-dose activity, negative = inhibition, most hits filed as inhibitors; 0.031% of 330,000 active; note: potency is the fitted concentration of half-maximal effect; % is set by controls: 0 for no effect and ±100 for the full control effect; nearly all actives have a fitted effect of over 80% in size
#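 Eu-cryptate anti-ADP/ADP-d2 competition gives a ratio inversely related to ADP. Enzyme at 25 nM was pre-exposed to compound for 10 min, then given 10 uM ATP for 30 min, 37°C throughout.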
# TDP-43 yeast inh: rescues yeast growth from TDP-43 toxicity | TDP-43 expressing yeast growth rescue, BacTiter-Glo, 24 h | AID 652104 | 1.8% of 410,000 active | Potency, µM (series often up to 46.1 µM), for the others: at the top dose growth rescue (activation), actives largely listed as activators; note: potency is the fitted concentration of half-maximal effect; % of control where 0% means no effect; nearly all actives have a fitted effect of over 50% in size
#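 Cell-based yeast growth screen: TDP-43 expression induced in galactose, inoculum OD600=0.02 after raffinose pregrowth to mid-log. Read-out BacTiter-Glo luminescence at 24 hr, 30 deg C; inhibition of toxicity seen as signal increase.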
# The depositor's hits bear a star; i = inactive; ? = inconclusive; · = not tested or not shown; [ ] = another dose, or the depositor's remark. Unless noted, calls come from the whole dose curve; as a rule, active = well fitted curve in the direction sought with a large enough effect; inconclusive = small, poorly fitted or top-dose-only effect, or another doubt; inactive = no such curve, though single readings can be large; an effect the other way counts as inactive or inconclusive. A portion of the library, so the mix of outcomes need not match the whole.
compound,GLP1R inv ag,FUS suppressor,HEK293 tox,pAkt inh,Abeta rescue,aSyn rescue,Mm-Cpn inhibitor,TDP-43 yeast inh,PTHR1 ag
O=c1c2ccccc2c(-c2ccccc2)nn1-c1ccccn1,5%,13%,-7%,i,8%,-1%,-2%,-1%,i
Cc1ccc(CNC(=O)C2CCN(S(=O)(=O)c3ccc4[nH]c(=O)ccc4c3)CC2)cc1,5%,-13%,6%,·,-8%,-7%,·,28%,-4%
O=S(=O)(CC(c1ccccc1)N1CCCCC1)c1ccc(Cl)cc1 (configuration not stated),0%,11%,-10%,i,-7%,0%,1%,-9%[1.82 µM],-1%
O=C(Nc1cccc(C(F)(F)F)c1)c1cc2nc(-c3ccccc3)cc(C(F)(F)F)n2n1,-20%,-7%,6%,·,2%,·,·,4%,-11%
CCCSc1nc(SCC(=O)NCc2ccccc2)c2c3c(sc2n1)COC(C)(CC)C3 (configuration not stated),0%,-12%,8%,i,22%,13%,?,-5%,-3%[57.5 µM]
Cc1cccn2c(=O)nc(SCC(=O)NCc3ccccc3Cl)nc12,17%,3%,-8%,i,14%,-3%,0%,19%,-40%[inhibitor]
CCCn1c(O)c(N=Nc2ccc3ccccc3n2)c2ccccc21,14%,·,6%,i,3%,-8%,0%,-3%,i
OC1CCN(c2c3c(nc4cc(-c5cccc(F)c5)nn24)CCCC3)CC1,9%,9%,-16%,i,-7%,-9%,-2%,-1%,?
CC1CCc2nc3ccccc3c(C(=O)OCC(=O)N(C)C3CCS(=O)(=O)C3)c2C1 (configuration not stated),10%,28%,10%,i,-15%,-3%,3%,10%,-11%
c1ccc(Cn2c[n+](Cc3ccccc3)cn2)cc1,-19%,-5%,?,i,-6%,0%,-2%,-3%,i
CCN(CC)S(=O)(=O)c1ccc2c(c1)c(=O)c(C(=O)NCCN(C)CCc1ccccc1)cn2C,7%,15%,4%,i,9%,-4%,-1%,7%,-42%[inhibitor][57.5 µM]
COc1ccc(S(=O)(=O)N2CCOCC2)cc1C(=O)N(C)CCOc1ccc(Cl)cc1,8%,?,0%,i,-17%,4%,-2%,10%,-29%
Cc1ccsc1C(=O)N(CC(C)C)c1c(N)n(Cc2ccccc2)c(=O)[nH]c1=O,14%,·,11%,i,-12%,-5%,-1%,-35%,?
CCOC(=O)/C=C/C(=O)OCC(=O)Nc1c(Cl)cccc1Cl,72%[activator],14%,-15%,i,-23%,3%,4%,-29%[0.397 µM],i
COCCNCCOc1ccc(C)cc1[N+](=O)[O-],-25%,-11%,-9%,i,1%,-1%,0%,-7%,i
COC(=O)N1C(=O)[C@@](c2ccccc2)(C2CCCC2)N1C(=O)OC,?,-21%,?,i,-20%,0%,2%,?,-52%[inhibitor]
CSc1ccccc1NC(=O)c1ccc([N+](=O)[O-])cc1,-16%,1%,18%,i,32%,-6%,0%,?,-21%
COc1ccccc1OCC(=O)Nc1cc(C)ccc1NC(=O)c1ccco1,4%,11%,12%,i,31%,-2%,-1%,17%,i
CC(OC(=O)c1ccccc1)C(=O)NCCC1=CCCCC1 (configuration not stated),-2%,6%,-9%,i,4%,6%,0%,·,-1%
CS(=O)(=O)N(CC(=O)N1CCc2ccccc2C1)Cc1ccc(Cl)cc1,-11%,29%,-13%,i,14%,1%,1%,-14%,i
O=C(Nc1cccnc1)c1cc(-c2ccc(F)cc2)on1,6%,16%,-5%,i,4%,0%,1%,-6%,i
c1ccc(CNc2ncnc3c2oc2ccccc23)nc1,12%,15%,8%,i,-1%,0%,-1%,23%,-14%[57.5 µM]
O=C(NCc1cccnc1)C(=O)NCC1CCCO1 (configuration not stated),7%,-18%,12%,i,-15%,-13%,-1%,-10%,i
O=C(CN1CCN(S(=O)(=O)c2ccc3ccccc3c2)CC1)Nc1ccc2c(c1)CCC2,?,·,3%,i,6%,22%,-4%,-21%,i
COc1ccc(NC(=O)CSc2nc(C(C)C)nc3c2c(=O)n(C)c(=O)n3C)c(OC)c1,0%,5%,2%,i,1%,1%,1%,14%,i
O=C(O)C(Cc1ccccc1)n1cnnn1 (configuration not stated),2%,4%,2%,i,11%,-12%,-1%,17%,-62%
CCOC(=O)C1(C)CCCN(C(=O)c2ccc(OC)c(OC)c2)C1 (configuration not stated),1%,-16%,-1%,i,-12%,-2%,·,20%,i
Cc1cc(NC(=O)CCC(=O)N(CC(=O)NCC2CCCO2)c2cccc(F)c2)no1 (configuration not stated),11%,16%,-2%,i,-10%,-6%,0%,6%,i
Cc1ccc(CN2c3ccccc3-c3nc(SCC(=O)Nc4c(C)cc(C)cc4C)ncc3S2(=O)=O)cc1,14%,-9%,1%,·,-8%,·,·,3%,?
COc1ccccc1OCc1ccc(C(=O)N/N=C/c2ccco2)cc1,17%,9%,8%,i,-13%,2%,2%,7%,i
Cc1ccc(NC(=O)C2CCN(S(=O)(=O)c3ccc(N4CCCC4=O)cc3)CC2)cc1Cl,-15%,21%,-15%,i,-11%,1%,1%,-11%,-15%
COC(=O)N1CCCc2cc(S(=O)(=O)NCc3ccccc3)ccc21,17%,4%,5%,·,-8%,18µM*,·,13%,-14%
COC(=O)c1ccc(CON2C(=O)c3ccccc3C2=O)cc1,5%,-13%,11%,·,10%,2%,-3%,-2%,-12%[57.5 µM]
CCOc1ccc(OC(=O)c2sc3ncn(Cc4cccc(F)c4)c(=O)c3c2C)cc1,4%,-13%,-1%,·,0%,·,·,16%,i
FC(F)(F)c1ccccc1NC(=S)NC1CCN(Cc2ccccc2)CC1,-22%,-15%,-7%,i,-3%,1%,-2%,-6%,i
O=[N+]([O-])c1nn(-c2ccccc2)n(O)c1=NC1CCN(Cc2ccccc2)CC1,-5%,12%,-4%,i,-3%,-4%,1%,4%,-5%
CCOC(=O)N1CCC(N2Cc3cccc(C(=O)Nc4cccc(F)c4)c3C2=O)CC1,0%,-2%,11%,i,8%,-16%,0%,6%,i
O=C(CN1CCC(O)(c2ccccc2)CC1)Nc1ccc2c(c1)OCCO2,-10%,-20%,0%,i,4%,8%,1%,4%,i
COC(=O)c1cn(C(=O)c2cc(OC)c(OC)c(OC)c2)c2ccccc12,37%[activator],-2%,-6%,i,6%,6%,1%,3%,i
Cc1cccc2cc(C#N)c(N3CCCC3)nc12,36%[activator],25%,86%[activator],i,7%,19%,-3%,?,-28%
CC(C)N(Cc1ccccc1)C(=O)COC(=O)c1ccc(O)cc1,?,-8%,6%,i,5%,5%,1%,-6%,-17%
Cc1ccc(S(=O)(=O)c2nnn3c2nc(N2CCC(C(N)=O)CC2)c2cc(Cl)ccc23)cc1C,3%,25µM*,3%,·,-21%,·,·,10%,-59%
CC1CCN(C(=O)COC(=O)Cc2c[nH]c3ccccc23)CC1,13%,·,9%,i,10%,7%,0%,-5%,-8%
CCc1cc(=O)oc2cc(C)cc(OCC(=O)N3CCC(C(=O)O)CC3)c12,-7%,-2%,1%,i,-12%,-3%,-4%,11%,-2%
C=CCn1c(SCC(=O)Nc2ccccc2C)nc(O)cc1=O,-16%,0%,0%,i,11%,2%,-2%,4%,?
Cc1cc(C)c(C)c(OCCNCc2ccccc2)c1,?,5%,-2%,i,7%,0%,2%,2%,-24%
O=C(OCc1nc(-c2ccccc2)oc1COC(=O)c1ccco1)c1ccco1,2%,7%,-15%,i,-3%,5%,2%,-8%,-33%[inhibitor]
C[C@H](CO)N1C[C@H](C)[C@H](CN(C)S(=O)(=O)c2ccccc2C#N)OCc2cnnn2CCCC1=O,8%,-9%,3%,i,0%,0%,·,0%,-23%
Cc1noc(C)c1S(=O)(=O)Nc1ccc(C(=O)NC2CCCCCC2)cc1,16%,32%,-2%,i,14%,5%,-3%,12%,i
CCCCCCn1c(N2CCN(c3ccccc3)CC2)nc2c1c(=O)[nH]c(=O)n2C,-8%,?,15%,i,12%,14%,-2%,-1%,i

# (further entries)
compound,GLP1R inv ag,FUS suppressor,HEK293 tox,pAkt inh,Abeta rescue,aSyn rescue,Mm-Cpn inhibitor,TDP-43 yeast inh,PTHR1 ag
CCC(C)(C)NS(=O)(=O)c1cc(-c2cc(C)no2)ccc1C,-10%,20%,1%,·,12%,·,·,26%,-25%
COc1ccc(/C=N/NC(=O)c2cccc(NC(=O)c3ccccc3Cl)c2)cc1OC,36%[activator],31%,-5%,i,-5%,0%,0%,-12%,-6%
O=C1NC(=Nc2ccccc2)SC1Cc1cccc(Cl)c1Cl (configuration not stated),-21%,-6%,8%,i,-6%,-3%,2%,-1%,-18%
COc1cccc(C2C(C#N)=C(N)N(N(C)C)C3=C2C(=O)CCC3)c1OC (configuration not stated),13%,-20%,-5%,i,12%,-4%,-2%,0%,-17%
Cc1ccc(S(=O)(=O)NC(CC(C)C)C(=O)N2CCCCCCC2)cc1 (configuration not stated),?,28%,-19%,i,7%,0%,0%,6%,i

# Results in HEK293 tox and Abeta rescue, for two of the compounds above:
Structure	HEK293 tox	Abeta rescue
O=C(NCc1cccnc1)C(=O)NCC1CCCO1 (configuration not stated)	12%	-15%
O=C(CN1CCN(S(=O)(=O)c2ccc3ccccc3c2)CC1)Nc1ccc2c(c1)CCC2	3%	6%

# Screening data as filed in PubChem BioAssay.
